From PubChem
GPR151 ag – human GPR151 activation. AID 1508602. PathHunter beta-arrestin GPR151 cells, luminescence. activation, % at 11.2 µM. 1% of 650,000 active; in the data active = activation above about 4.9%;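 note: 0% = median of compound wells and 100% = cells with positive control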
Target sequence (Q8TDV0 whole entry, looked up): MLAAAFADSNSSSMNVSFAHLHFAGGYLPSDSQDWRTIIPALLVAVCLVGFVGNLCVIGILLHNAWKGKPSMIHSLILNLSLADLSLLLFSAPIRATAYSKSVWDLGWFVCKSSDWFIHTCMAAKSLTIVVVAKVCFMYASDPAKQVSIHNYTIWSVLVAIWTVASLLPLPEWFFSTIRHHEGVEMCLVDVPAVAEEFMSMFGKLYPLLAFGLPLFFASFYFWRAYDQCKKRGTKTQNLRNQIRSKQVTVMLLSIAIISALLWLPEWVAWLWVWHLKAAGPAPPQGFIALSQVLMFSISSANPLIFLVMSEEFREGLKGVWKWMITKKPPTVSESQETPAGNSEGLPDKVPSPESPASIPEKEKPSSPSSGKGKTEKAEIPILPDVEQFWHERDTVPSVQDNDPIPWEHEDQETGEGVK
TEAD-YAP block – TEAD-YAP interaction inhibition; HEK-TIYL cells, TEAD-Gal4/YAP UAS-luciferase luminescence; inhibition, % at 9.12 µM; 1.4% of 640,000 active; in the data active = inhibition above about 32%;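 note: 0% = median of test compound wells and 100% = reference inhibitor wells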
FBW7 activator – human FBW7 E3 ligase activation, primary screen; AlphaScreen FBW7–phospho-cyclin E peptide binding, activator screen; 0.13% of 650,000 active; normalized activity (activation), % at 26.1 µM; Q969H0; in the data active = normalized activity above about 1.9%;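 note: purified mutant Fbw7 with reduced substrate affinity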
MITF primary – inhibitors of human MITF. inhibition, % at 2.6 µM. 0.91% of 650,000 active. AlphaScreen MITF homodimerization, bead proximity signal. AID 1259374; in the data active = inhibition above about 50%;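 note: 0% = vehicle wells with protein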
Target sequence (O75030 whole entry, looked up): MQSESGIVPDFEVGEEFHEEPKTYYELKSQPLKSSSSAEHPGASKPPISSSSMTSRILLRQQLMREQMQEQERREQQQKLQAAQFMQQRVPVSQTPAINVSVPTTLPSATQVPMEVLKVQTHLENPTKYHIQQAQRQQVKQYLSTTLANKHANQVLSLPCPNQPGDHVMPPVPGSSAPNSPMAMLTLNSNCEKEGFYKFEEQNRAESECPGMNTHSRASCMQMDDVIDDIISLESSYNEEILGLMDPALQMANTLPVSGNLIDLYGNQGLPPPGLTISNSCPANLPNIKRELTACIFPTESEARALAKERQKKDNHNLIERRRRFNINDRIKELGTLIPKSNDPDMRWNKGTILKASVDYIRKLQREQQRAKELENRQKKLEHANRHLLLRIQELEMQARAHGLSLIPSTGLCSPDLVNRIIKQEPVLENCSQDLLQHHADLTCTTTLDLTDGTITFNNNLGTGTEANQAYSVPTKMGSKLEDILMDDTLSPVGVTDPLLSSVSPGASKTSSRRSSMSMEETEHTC
Starred values were filed as active, the others as inactive; & = joins results of further samples. Rows were taken by chance; any-hit rate near 3.4%.

SMILES | GPR151 ag | TEAD-YAP block | FBW7 activator | MITF primary
CCn1c(SCC(=O)N/N=C(\C)c2ccccc2O)nnc1-c1ccccc1 | -0.6 | 6 | -0.8 | 13
Cc1cc(OCCOCCNC(C)C)cc(C)c1Cl | 0.6 | 11 | -0.1 | 28
COc1ccccc1-c1ocnc1C(=O)N1CCN(C(=O)c2ccco2)CC1 | -0.5 | 2 | 0.0 | -16
CCOC(=O)C1=C(C)NC2=C(C(=O)CC(c3ccc(OC)cc3)C2)C1c1ccc(N(C)C)cc1 (stereo unspecified) | 0.4 | 3 | -0.2 | 4
O=C1NC(=O)N(c2cccc(F)c2)C(=O)/C1=C\C=C\c1ccco1 | 0.2 | -3 | 0.0 | 27
O=C1N(c2ccccc2)C[C@@H]2C[C@@H](c3cccs3)N3CCC[C@@]123 | 1.8 | 5 | 0.0 | 11
Cc1nc2ccccn2c1C(=O)Nc1cccc(-c2ccn[nH]2)c1 | 2.6 | 4 | -0.2 | 1
O=C(NNC(=O)c1cc(-c2ccccc2)n[nH]1)C1=NN(C2CCS(=O)(=O)C2)C(=O)CC1 (stereo unspecified) | -0.6 | -3 | 0.0 | 2
CCc1nn(CC(=O)N(Cc2ccccn2)C2CC2)c(=O)c2cc3sccc3n12 | 1.4 | -19 | 0.1 | 1
COc1ccccc1CNC(=O)Cn1cnc2sc(C(=O)Nc3ccc(C)cc3Br)c(C)c2c1=O | -0.8 | -8 | -0.2 | 4
Cc1ccc2[nH]c(=O)c(CN(CCCO)C(=O)C3CCCO3)cc2c1 (stereo unspecified) | -0.4 | -11 | -0.1 | -3
Cc1cc(NC(=S)N(Cc2ccc(Cl)cc2)CC2CCC(C(=O)O)CC2)ccc1Cl (stereo unspecified) | -1.3 | 5 | -0.2 | 5
Cc1cc(OCCNCC(C)O)cc(C(C)C)c1 (stereo unspecified) | 1.5 | -4 | -0.2 | 25
O=C(NC1CCCCNC1=O)c1cnc2sc3ccccc3n2c1=O (stereo unspecified) | -0.8 | 6 | 0.1 | -1
Cc1ncsc1CCC(=O)N1CCCC(CCC(=O)N(C)CCc2ccccn2)C1 (stereo unspecified) | 1.5 | 0 | 0.2 | 4
C=CCn1c(CCC(=O)OC)nc2ccccc21 | 3.3 | -1 | -0.1 | -1
Cc1cnc(N2C(=O)c3ccc([N+](=O)[O-])cc3C2=O)s1 | -0.7 | 3 | -0.2 | 7
CCCn1c(=O)c(C(=O)NCc2ccc(OC)c(OC)c2)c(O)c2ccccc21 | -1.0 | 6 | 0.0 | 11
COc1ccc(/C=N/NC(=O)c2cccc(NC(=O)c3ccccc3)c2)c(C(=O)O)c1OC | 0.2 | -14 | 0.1 | -4
O=C(Nc1ccc(I)cc1Cl)c1cccnc1 | 0.0 | 14 | 0.0 | -11

Structures shown so far with a halogen:
SMILES | GPR151 ag | TEAD-YAP block | FBW7 activator | MITF primary
Cc1cc(OCCOCCNC(C)C)cc(C)c1Cl | 0.6 | 11 | -0.1 | 28
O=C1NC(=O)N(c2cccc(F)c2)C(=O)/C1=C\C=C\c1ccco1 | 0.2 | -3 | 0.0 | 27
COc1ccccc1CNC(=O)Cn1cnc2sc(C(=O)Nc3ccc(C)cc3Br)c(C)c2c1=O | -0.8 | -8 | -0.2 | 4
Cc1cc(NC(=S)N(Cc2ccc(Cl)cc2)CC2CCC(C(=O)O)CC2)ccc1Cl (stereo unspecified) | -1.3 | 5 | -0.2 | 5
O=C(Nc1ccc(I)cc1Cl)c1cccnc1 | 0.0 | 14 | 0.0 | -11

Next section
SMILES | GPR151 ag | TEAD-YAP block | FBW7 activator | MITF primary
Cc1ccc2c(c1)N(CC(=O)NCC1CCCO1)C(=O)C(C(C)C)O2 (stereo unspecified) | 0.7 | 10 | 0.0 | 5
COc1cc(NC(=O)COc2ccccc2[N+](=O)[O-])ccc1NC(=O)c1ccco1 | 0.4 | -12 | -0.1 | -15
Cc1cc(C)nc(NC(=O)c2ccco2)c1 | -2.5 | -15 | 0.1 | 7
O=C(Nc1cccc(O)c1)C1CC(c2ccc(Cl)c(Cl)c2)=NO1 (stereo unspecified) | 1.2 | 7 | 0.1 | 3
COc1cc(Nc2nc3ccccc3n3cnnc23)c(OC)cc1Cl | 2.1 | -5 | 0.2 | 12
O=C(Cc1ccccc1F)NCCn1nc(-c2ccco2)ccc1=O | 0.2 | 0 | 0.4 | 50
COc1ccc(C(=O)Oc2ccc3c(=O)c(Oc4cccc(C)c4)coc3c2)cc1OC | -1.5 | -14 | 1.1 | 16
O=C(O)c1c(CNCC2CCCO2)c2ccccc2n1Cc1ccc(Cl)cc1 (stereo unspecified) | -0.7 | 13 | 1.4 | 12
Cc1ccc(OCC(=O)Oc2cccc(NC(=O)c3ccccc3Cl)c2)cc1C | 0.1 | 61* | 0.0 | 3
Cc1ccc(N(CCCN2C(=O)c3cccc4cccc(c34)C2=O)C(=O)c2ccc(Cl)cc2)cc1 | 0.4 | 12 | 0.1 | 5
O=C(O)COc1ccc(C2C3=C(CCCC3=O)NC3=C2C(=O)CCC3)cc1 | -0.8 | 7 | 1.1 | 26
CN(C)c1ccc(/C=C2\C(=O)N(c3nc(-c4ccccc4)cs3)N=C2c2ccccc2)cc1 | -0.4 | 3 | -0.3 | 8
COc1ccc(-c2nnc(SCC(=O)c3cc(C)n(CC4CCCO4)c3C)o2)cc1 (stereo unspecified) | 4.9* | -7 | -0.1 | 2
O=C(Nc1cc(Cl)cc(Cl)c1)C1C2C=CC3(O2)C1C(=O)N(CCc1ccccc1)C3C(=O)NC1CCCCC1 (stereo unspecified) | 2.8 | -1 | -0.1 | -8
C=CCOc1ccccc1CNCCC | -0.6 | -3 | -0.2 | -4
COc1ccccc1/C=C(\C#N)C(=O)Nc1ccc(C)cc1 | 2.0 | -2 | 0.2 | 3
O=C(Nc1ccc2scnc2c1)c1sc2ccccc2c1Cl | 0.1 | -24 | 0.6 | 20
Cc1cc(C)c2c(CC(=O)N3CCOCC3)coc2c1 | 1.3 | -10 | 0.9 | 14
CC(C)c1csc(CN2CCCC(CNC(=O)c3ccc4c(c3)OCO4)C2)n1 (stereo unspecified) | 0.0 | 7 | 0.1 | -12
O=C(NC1CCCCC1)C(=O)NC1CCCCC1 | -1.2 | 0 | 0.1 | 11
COc1ccccc1[C@@H]1[C@@H](C(C)=O)N2c3ccccc3C=C[C@@H]2C1(C#N)C#N | -0.4 | -4 | -0.1 | 0
CCN(CC)S(=O)(=O)c1ccc(NCc2ccccc2)nc1 | 1.3 | -3 | 0.0 | 6
O=C(Nc1ccc(-c2nc3ccc(NC(=O)c4ccco4)cc3[nH]2)cc1)c1ccco1 | 1.8 | -20 | 0.7 | 14
CCOc1ccc(C(=O)Nc2ccc(NC(=O)c3ccc(Br)cc3)cc2)cc1 | 0.1 | 7 | 0.1 | 12
O=C(Nc1ccc2[nH]c(=O)[nH]c2c1)c1cc([N+](=O)[O-])ccc1N1CCOCC1 | 0.1 | 7 | 0.0 | 7
COC(=O)C1=C(C)NC2=C(C(=O)CCC2)C1c1ccccc1OC(C)C (stereo unspecified) | -1.3&0.7 | 11&15 | 0.1&0.0 | 4&1
C/C(CC(=O)Nc1cccc(Cl)c1C)=N\NC(=O)C(=O)NC(C)(C)C | -0.1 | -18 | 0.0 | 1
COc1ccccc1-n1cnc2cc(NCc3ccc(C(C)C)cc3)ccc21 | -0.4 | -6 | -0.4 | 22
COc1ccc(C2CC(=O)C3=C(C2)NC(C)=C(C(=O)OC2CCCC2)C3c2ccccc2F)cc1 (stereo unspecified) | -1.0 | -3 | -0.1 | -5
CCOc1cc(CN2CCN(Cc3ccccc3OC)CC2)ccc1OC | 2.5 | 3 | 0.0 | 29
CC1Cc2nc(SCC(N)=O)n(Cc3ccccc3)c(=O)c2S1 (stereo unspecified) | -0.8 | -21 | 0.0 | -11
COc1ccc(-c2cc(C(F)(F)F)n3nc(C(=O)N(C(C)=O)c4nc5ccc(N)cc5s4)cc3n2)cc1 | 0.4 | -10 | -0.1 | 16
CC(=O)Nc1cc(C(=O)OCc2ccc(Br)cc2)ccc1C | -0.4 | 10 | 0.1 | 6
COc1ccc2cc(C3CC(c4ccc(C)cc4)=NN3C(=O)c3ccco3)c(Cl)nc2c1 (stereo unspecified) | 0.2 | 1 | 0.0 | 7
Cn1nccc1C(=O)NCCN | 1.0 | -2 | -0.2 | -3
Cc1ccc(-c2nnc(Nc3ccc(O)cc3)c3ccccc23)cc1S(=O)(=O)N1CCOCC1 | 0.7 | 7 | 0.0 | 1
CC(C)CN1C(=O)CCC1CCNCc1cccc(F)c1 (stereo unspecified) | -0.7 | 3 | 0.6 | -3
Cc1nc(-c2ccccc2)c2c(=O)cc[nH]c2n1 | 1.2 | 5 | 0.0 | -1
Nc1nc(Cl)nc(Nc2ccccc2F)c1[N+](=O)[O-] | 0.5 | -5 | -0.1 | 22
O=c1c2c(nc3c(-c4ccccc4)c(-c4ccccc4)[nH]n13)CCC2 | -1.1 | -4 | 1.0 | 31
COc1cc(CC(C)N2CCOc3ccc(C(O)c4ccccn4)cc3C2)ccc1O (stereo unspecified) | 0.4 | -5 | -0.1 | 3
COc1c(C(C)=O)ccc2ccccc12 | -0.6 | -2 | 0.1 | 10
COCC1CCN(c2nc3nonc3nc2NCc2ccccc2)C1 (stereo unspecified) | -0.8 | -1 | 0.0 | -3
Cc1cccc(N2CCN(C(=O)CCN3C(=S)NC(C)(C)CC3C)CC2)c1C (stereo unspecified) | -0.3 | -8 | 0.1 | 11
CCC(C)Cn1c(C)c2c(=O)n(-c3nc4ccccc4s3)[nH]c2cc1=O (stereo unspecified) | -0.1 | 16 | 0.2 | 30
CC1CCC2C(=O)N(c3ccccc3OC(=O)c3ccc(Br)cc3)C(=O)C2C1 (stereo unspecified) | 0.3 | -6 | 0.2 | -16
O=C(O)CCCCCNS(=O)(=O)c1ccc2c(c1)C(=O)c1cc(S(=O)(=O)NCCCCCC(=O)O)ccc1-2 | -0.7 | -4 | -0.1 | -1
CCN1C(=O)C(O)(CC(=O)c2ccc(I)cc2)c2ccccc21 (stereo unspecified) | 0.9 | -5 | -0.1 | 0
Cn1cc(CNC(=O)C2CC=CCC2C(=O)O)cn1 (stereo unspecified) | 2.8 | 10 | 0.0 | 3
O=C(N/N=C/c1ccc([N+](=O)[O-])cc1)C(=O)Nc1cccc(C(F)(F)F)c1 | 0.2 | 2 | 0.1 | 7
O=C(CN(c1ccc(Br)cc1)S(=O)(=O)c1ccccc1)N1CCOCC1 | -0.8 | 10 | 0.5 | 20
CCCCc1n[nH]c(=S)n1Cc1ccccc1 | 2.8 | 7 | 0.4 | -2
Cc1ccccc1-n1nnc(-c2nc(-c3ccc(Cl)cc3)no2)c1N | 0.2 | -14 | 0.1 | 6
CCCNC(=O)c1c[nH]c2ccc(S(=O)(=O)N(C)c3ccc(F)cc3)cc2c1=O | 0.1 | 5 | 0.4 | 0
CCN1CCN(C(c2ccccc2)c2nnnn2C2CCCC2)CC1 (stereo unspecified) | -0.7 | -16 | -0.2 | 3
Cc1cc(C(=O)NNC(=O)C2CC3C=CC2C3)c(C)n1-c1ccccc1 (stereo unspecified) | 0.9 | -41 | -0.1 | 12
O=C1C2C3C=CC(C3)C2C(=O)N1c1cc([N+](=O)[O-])ccc1Cl (stereo unspecified) | -0.4 | 9 | 0.2 | 18
COc1ccc(Nc2nnc(C(C)(C)C)c(=O)[nH]2)cc1 | 0.9 | 6 | 0.0 | 13
CCOc1ccccc1NC(=O)c1c(NC(=O)c2ccco2)sc2c1CCCC2 | -0.1 | 9 | 0.0 | -7
COc1cc(CN(C(=S)NCC(=O)NCCCN2CCOCC2)C2CCCC2)cc(OC)c1OC | -0.6 | -5 | 0.0 | -3

Other results follow:
SMILES | GPR151 ag | TEAD-YAP block | FBW7 activator | MITF primary
COCCCNC(=O)c1cnc(N2CCN(c3ccccc3OC)CC2)c2ccccc12 | -1.4 | 38* | 0.0 | 13
CCOc1cc(Br)cc(/C=C2\SC(=S)N(CCOC)C2=O)c1O | 2.4 | -6 | -0.1 | -3
COc1ccc(O)c(/C=N/NC(=O)CSc2nnc(C)n2-c2ccccc2)c1 | 1.9 | 2 | -0.2 | -44
Cn1c(N2CCC(C(=O)NCCCO)CC2)nc2ccccc21 | 1.1 | -5 | 0.0 | 8
CCS(=O)(=O)n1nc(-c2ccccc2)nc1SC | -0.8 | -23 | -0.1 | 0
C=C(C)CNC(=S)N/N=C(\C)c1ccc(-n2ccnc2)cc1 | 1.7 | -1 | -0.1 | 11
CC(NC(N)=O)C(=O)NNC(=O)c1cc(-c2ccccc2)n[nH]1 (stereo unspecified) | -0.3 | 3 | 0.1 | 8

6 compounds picked at random from those above, as already listed:
SMILES | GPR151 ag | TEAD-YAP block | FBW7 activator | MITF primary
COc1ccc(O)c(/C=N/NC(=O)CSc2nnc(C)n2-c2ccccc2)c1 | 1.9 | 2 | -0.2 | -44
COCCCNC(=O)c1cnc(N2CCN(c3ccccc3OC)CC2)c2ccccc12 | -1.4 | 38* | 0.0 | 13
CCS(=O)(=O)n1nc(-c2ccccc2)nc1SC | -0.8 | -23 | -0.1 | 0
Cn1c(N2CCC(C(=O)NCCCO)CC2)nc2ccccc21 | 1.1 | -5 | 0.0 | 8
CC(NC(N)=O)C(=O)NNC(=O)c1cc(-c2ccccc2)n[nH]1 (stereo unspecified) | -0.3 | 3 | 0.1 | 8
C=C(C)CNC(=S)N/N=C(\C)c1ccc(-n2ccnc2)cc1 | 1.7 | -1 | -0.1 | 11
